# Source: PubChem (several laboratories)
# CHT allo act – CHT positive allosteric modulators, primary screen, cell-based, membrane potential dye, choline EC20; High affinity choline transporter 1 (Homo sapiens), Q9GZV3; CHT-expressing cells; active compounds read high; LV-AA mutant CHT in HEK293 cells; B-score at 10 µM; actives 0.49% (n = 310,000);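 active = initial fluorescence not abnormally high and integrated response B-score, plate-corrected, over 3 SD above library mean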
# Target sequence (Q9GZV3 whole entry, looked up): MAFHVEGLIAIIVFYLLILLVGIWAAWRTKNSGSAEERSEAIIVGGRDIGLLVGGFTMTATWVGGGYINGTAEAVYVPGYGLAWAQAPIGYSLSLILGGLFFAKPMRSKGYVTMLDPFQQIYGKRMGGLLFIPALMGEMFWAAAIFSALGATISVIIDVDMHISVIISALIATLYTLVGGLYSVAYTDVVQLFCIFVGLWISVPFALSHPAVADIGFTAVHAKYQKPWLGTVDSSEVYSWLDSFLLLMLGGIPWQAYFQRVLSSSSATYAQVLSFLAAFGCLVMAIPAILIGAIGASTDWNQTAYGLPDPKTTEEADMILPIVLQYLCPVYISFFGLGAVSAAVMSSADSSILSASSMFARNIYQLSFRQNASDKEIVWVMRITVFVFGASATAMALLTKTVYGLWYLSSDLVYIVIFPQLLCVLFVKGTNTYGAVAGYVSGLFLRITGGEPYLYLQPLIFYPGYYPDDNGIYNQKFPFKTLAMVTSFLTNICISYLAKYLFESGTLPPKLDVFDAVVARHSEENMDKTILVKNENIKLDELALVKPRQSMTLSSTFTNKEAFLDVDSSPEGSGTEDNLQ
# STK33 kinase inh – inhibitors of purified STK33 kinase, primary screen, biochemical, ADP-Glo luminescence, homogeneous, cell-free. AID 2661, 2010. MBP phosphorylation. actives 0.073% (n = 320,000). inhibition, % at 10 µM;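 active = inhibition at or above 25%, using the most active replicate where run in duplicate; inactive = inhibition below 25%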
# Target sequence (Q9BYT3 whole entry, looked up): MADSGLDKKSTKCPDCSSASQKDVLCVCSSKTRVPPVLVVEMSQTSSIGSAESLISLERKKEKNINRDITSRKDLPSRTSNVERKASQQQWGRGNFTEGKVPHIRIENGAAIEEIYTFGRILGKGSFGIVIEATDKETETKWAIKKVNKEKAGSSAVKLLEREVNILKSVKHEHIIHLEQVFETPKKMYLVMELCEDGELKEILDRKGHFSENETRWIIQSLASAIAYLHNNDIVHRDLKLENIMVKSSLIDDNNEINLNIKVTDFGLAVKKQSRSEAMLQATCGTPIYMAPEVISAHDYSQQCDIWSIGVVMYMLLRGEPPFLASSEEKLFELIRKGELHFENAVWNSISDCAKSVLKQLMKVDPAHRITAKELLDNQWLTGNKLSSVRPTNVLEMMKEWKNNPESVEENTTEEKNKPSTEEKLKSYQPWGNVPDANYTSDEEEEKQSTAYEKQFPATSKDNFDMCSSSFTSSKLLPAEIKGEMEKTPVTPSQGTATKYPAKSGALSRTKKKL
# CHT block – inhibitors of human choline transporter CHT; High affinity choline transporter 1 (Homo sapiens), Q9GZV3; CHT-expressing cells, membrane potential dye, choline response; active compounds read low; B-score at 10 µM; actives 0.86% (n = 310,000);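 active = B-score over 3 SD under the library average, and starting fluorescence ratio not unusually high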;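 note: choline stimulus applied at its EC90 after an EC20 pre-addition; B-score computed on integrated fluorescence ratio after choline addition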
# Numbers without * were called inactive; i = inactive; . = not tested or not shown. Compounds as they come. Share with any hit: about 1.5%.
# Values run as follows: STK33 kinase inh	CHT allo act	CHT block
1: CCNS(=O)(=O)c1ccc(CCC(=O)NCc2ccc3c(c2)OCO3)cc1
  -0.6	i	i
2: O=C(Nc1ccc(F)cc1)c1nc[nH]c1C(=O)O
  1.0	i	i
3: Brc1nc(Br)n(Cc2ccccc2)n1
  -1.8	i	i
4: CN1CCCC1CCNC1C2CC3CC(C2)CC1C3 (stereo not given)
  -0.3	i	i
5: CC(C)CC(=O)Nc1cc(C(F)(F)F)ccc1N1CCOCC1
  -1.6	i	i
6: Cc1ccnc(NC(=O)c2ccc(C(=O)c3ccccc3)cc2)c1
  3.3	i	i
7: O=C(Nc1ccccc1)C1CCCCN1S(=O)(=O)c1ccccc1 (stereo not given)
  -0.7	i	i
8: Cc1ccc(S(=O)(=O)NC(=O)COc2ccccc2C)c(C)c1
  0.2	i	i
9: CCCOC1CCCN(C(=O)c2cc(COc3ccc(F)c(F)c3)on2)C1 (stereo not given)
  -0.9	i	i
10: Cc1ccc(S(=O)(=O)NC(C)CCc2ccccc2)cc1C(N)=O (stereo not given)
  4.6	i	i
11: O=C(CCS(=O)(=O)Cc1ccccc1)NCC1CCCO1 (stereo not given)
  -1.6	i	i
12: CCOC(=O)c1ccc(OCC2NCCc3cc(OC)c(OC)cc32)cc1 (stereo not given)
  -1.0	i	i
13: CCOC(=O)c1cc2cc([N+](=O)[O-])ccc2oc1=O
  -1.5	i	i
14: CCN1C(=O)CS/C1=N\S(=O)(=O)c1ccccc1
  1.1	i	i
15: O=C(NNc1ncc(C(F)(F)F)cc1Cl)c1ccc(Cl)c(Cl)c1
  -5.7	i	i
16: CCN1C(=O)[C@H]2[C@@H](c3ccc(SC4CCCCC4)c(OC)c3)N[C@@](Cc3ccccc3)(C(=O)OC)[C@H]2C1=O
  0.0	i	i
17: CCCCCCc1c(O)c2ccccc2[nH]c1=O
  1.0	i	i
18: Cc1ccc(-c2nnn(CC(=O)N3CCCCC3)n2)o1
  3.8	i	i
19: CC(C)(C)NC(=O)NC(=O)COC(=O)CCC1CCCC1
  -1.0	i	i
20: COc1cccc(-n2ccnc2SCC(=O)NCc2ccccc2)c1
  -3.3	i	i
21: CCCOc1ccc(C2=CSC3=NCCN23)cc1Cl
  -0.3	i	i
22: CCCCn1c(-c2ccccc2C)nc2cc3[nH]c(=O)c(C(C)C)nc3cc21
  0.1	i	i
23: O=S(=O)(Cc1cc(NCc2ccccc2)nc(-c2ccccn2)n1)c1ccccc1
  5.2	i	i
24: CC1CCCCN1C(=O)c1cc2ccccc2cc1O (stereo not given)
  -2.3	i	i
25: Cc1cccc(C(=O)NCC(=O)OCC(=O)NCCNC(=O)COC(=O)CNC(=O)c2cccc(C)c2)c1
  -1.1	i	i
26: CC1CCCN(c2ccc(C(=O)NCc3ccco3)cc2[N+](=O)[O-])C1 (stereo not given)
  0.1	i	i
27: COc1cc(NC(=O)Cc2ccccc2)nc(OC)n1
  -1.1	i	i
28: CCC1CCCCN1C(=S)Nc1ccc(S(=O)(=O)Nc2ncccn2)cc1 (stereo not given)
  7.3	i	i
29: CCCN=C(C)c1c(-c2ccccc2)[nH]n(-c2nc3ccccc3s2)c1=O
  0.3	i	i
30: CCOc1ccc2nc(NC(=O)CN3CCN(c4ccccn4)CC3)sc2c1
  0.2	i	i

# Next records:
# Values run as follows: STK33 kinase inh	CHT allo act	CHT block
31: CCOC(=O)N1CCC(NC(=O)c2sc3nc4n(c(=O)c3c2C)CCCC4)CC1
  -1.4	i	i
32: COCCn1c(C)cc(C(=O)CSc2cc(C)c3ccc(OC)cc3n2)c1C
  -0.7	i	i
33: COc1cc(C2C(C(=O)c3ccco3)=C(O)C(=O)N2Cc2ccccc2)ccc1O (stereo not given)
  0.7	i	i
34: CCOC(=O)c1ccc(NC(=O)C2CCN(S(=O)(=O)c3ccccc3)CC2)cc1
  -0.4	i	i
35: O=C1CC2CS(=O)(=O)CC2N1C1CCCCC1 (stereo not given)
  0.0	i	i
36: Cc1noc(C)c1CSc1nc2sc(C)c(C)c2c(=O)n1C1CCCC1
  -1.2	i	i
37: O=C(O)C1CC(=O)N(c2ccc(F)c(F)c2)C1 (stereo not given)
  -2.1	i	i
38: c1ccc(COC2CCCN(Cc3nc(-c4cnccn4)no3)C2)cc1 (stereo not given)
  0.0	i	i
39: COc1ccc(-c2csc3nc(C(C)C)oc(=O)c23)cc1OC
  -0.2	i	i
40: O=C(NC(=S)Nc1cccc2c(O)cccc12)c1ccccc1[N+](=O)[O-]
  3.3	i	i
41: O=C(O)CSc1nnnn1C1CCCCC1
  -0.1	i	i
42: Cc1nn(-c2ccccc2)c2nc(N)c(C(N)=O)cc12
  4.0	i	i
43: Clc1ccccc1CN1CCSCC1
  0.1	i	i
44: Cn1c(=O)oc2cc(S(=O)(=O)Nc3ccc4c(c3)OCO4)ccc21
  -0.8	i	i
45: Cn1cccc1C(=O)N/N=C/c1c(Cl)cccc1Cl
  1.1	i	i
46: CCCc1cc2c(=O)c(-c3cscn3)c(C(=O)OCC)oc2cc1O
  -1.0	i	-5.8*
47: Cc1cc(=O)n2[nH]c(SCc3ccccc3Cl)nc2n1
  -1.3	i	i
48: CC(=O)NC1=NN(C(C)=O)C(C)(c2ccc3ccccc3c2)S1 (stereo not given)
  -1.4	i	i
49: O=C(NCC1CCCO1)C(=O)NCC(c1ccco1)N1CCN(c2ccccc2F)CC1 (stereo not given)
  -1.5	i	i
50: O=C(NCCc1ccccc1)C(=O)NCC1OCCN1S(=O)(=O)c1ccc(Cl)cc1 (stereo not given)
  0.5	i	i
51: O=C(Nc1nccs1)c1cncc(Br)c1
  -0.9	i	i
52: CCCCN(CC)C(=O)Cn1cnc2sc(C)c(S(=O)(=O)N3CCC(C)CC3)c2c1=O
  -1.3	i	i
53: CCCCn1c(N)c(N(CC(C)C)C(=O)c2ccc(Br)o2)c(=O)[nH]c1=O
  .	i	i
54: COc1ccc(CCN=C(N)NS(=O)(=O)c2ccc(OC)cc2)cc1
  -1.9	i	i
55: CN(NC(=O)COc1ccccc1)c1ccccc1
  -1.2	i	i
56: CCN(C(=O)COC(=O)c1cc(-c2ccccc2)nc2c1c(C)nn2-c1ccccc1)C1CCS(=O)(=O)C1 (stereo not given)
  -2.2	i	i
57: COc1ccc(C(=O)Nc2ccc(N3CCN(c4ccc(OC)cc4)CC3)c(C#N)c2)cc1
  -1.1	i	i
58: Cc1ccc(O)c(-c2cc(C(=O)NCc3ccc4c(c3)OCO4)[nH]n2)c1
  .	i	i
59: Cc1cccc2cc(/C=N/NC(=O)c3ccccc3O)c(Cl)nc12
  -0.3	i	i
60: COc1ccc(CNC(=O)C(C)n2nc(C)c3c(C)n(-c4ccccc4)nc3c2=O)c(OC)c1 (stereo not given)
  1.8	i	i

# (cont.)
# Values run as follows: STK33 kinase inh	CHT allo act	CHT block
61: O=C(COc1ccccc1Cl)NCCNC(=O)c1ccncc1
  -0.1	i	i
62: O=C(NCc1ccccn1)c1cccs1
  -2.4	i	i
63: CN1CCN(C(=O)c2cccn(Cc3ccc(C(F)(F)F)cc3)c2=O)CC1
  -0.7	i	i
64: Cn1ncc(Br)c1NC(=O)Nc1ccccc1
  -0.9	i	i
65: Cn1nccc1CNC(=O)c1c(Cl)cnn1C
  0.0	i	i
66: CCN(Cc1ccccc1)c1ccc(/C=N/N2CCOCC2)cc1
  0.8	i	i
67: CCn1nc(NC(=O)c2ccncc2)c2cc3ccc(C)cc3nc21
  -2.2	i	i
68: COc1ccc(OC)c(-c2c3c([nH]c(=S)c2C#N)CCCC3)c1
  -0.8	i	i
69: COc1cc(NC(=O)C2CCCC2)c(OC)cc1Cl
  -0.5	i	i
70: CC1CC(C)CN(CCCNC(=O)c2c(O)nc3ccccn3c2=O)C1 (stereo not given)
  0.1	i	i
71: Cc1cc(NC(=O)CSc2nc3ccccc3c(=O)n2CCCC(=O)NCc2ccco2)n[nH]1
  10	i	i
72: CCN1CCN(C(=O)C2=CC(c3ccc(C)cc3)=NS(=O)(=O)N2C)CC1
  -0.1	i	-6.6*
73: COc1ccccc1CNc1ccc2nnc(CCNC(=O)c3ccccc3)n2n1
  -2.0	i	i
74: Oc1ccc(-c2cn3cc(C(F)(F)F)ccc3n2)cc1
  2.7	i	i
75: O=C(O)c1cccc(-c2ccc(/C=N/NC(=O)c3cccnc3)o2)c1
  0.6	i	i
76: CSc1cccc(NC(=O)CCS(=O)(=O)c2cccc3nonc23)c1
  -0.4	i	i
77: Cc1cc(NS(=O)(=O)c2ccc(NS(=O)(=O)c3cc(C)c(Cl)cc3Cl)cc2)no1
  -2.1	i	i
78: O=C(CN1C(=O)c2ccc([N+](=O)[O-])cc2C1=O)NCC1CCCO1 (stereo not given)
  .	i	i
79: Clc1nc(-c2n[nH]nc2Cl)n[nH]1
  -0.5	i	i
80: Cc1ccc(S(=O)(=O)Nc2ccccc2CNc2ccc(Br)cn2)cc1
  -1.5	i	i
81: Cc1ccc(S(=O)(=O)N2C(=O)C(C)SC2=Nc2ccccc2)cc1 (stereo not given)
  0.1	i	i
82: COc1ccc(CN2CC(C(=O)NCc3cccc(OC)c3)CC2=O)cc1 (stereo not given)
  0.5	i	i
83: Cc1ccc2nsnc2c1NC(=O)c1ccc(-c2cc(Cl)ccc2Cl)o1
  -1.4	i	i
84: CCC1Oc2ccccc2N(CC(=O)NCC2CCCO2)C1=O (stereo not given)
  0.2	i	i
85: Cc1cc(C)cc(N(CC(=O)Nc2ccc(C)cc2Cl)S(=O)(=O)c2c(C)[nH]c(=O)[nH]c2=O)c1
  .	i	i
86: COc1ccc(NC(=O)CSc2nc3cccnc3n2C)cc1
  -0.4	i	i
87: C=CC[n+]1c(/C=C/c2ccc(OC(C)=O)c(OC)c2)ccc2ccccc21
  0.2	7.4*	i
88: C#CCOCCOCCOCCNc1nc(N2CCN(C(=O)CCCCCCCCCCNC(=O)[C@H]([C@@H](C)CC)n3cc(CCCCN=C(N)N)nn3)CC2)nc(N2CCN(C(=O)CCCCCCCCCCNC(=O)[C@H](CCCN=C(N)N)n3cc(C[C@@H](C)CC)nn3)CC2)n1
  31*	i	i
89: CS(=O)(=O)N1CCN(c2ccccc2NC(=O)c2ccc([N+](=O)[O-])o2)CC1
  1.3	i	i
90: COc1ccc(NC(=O)C2CCCN(C)C2)cc1OCC(C)C (stereo not given)
  -1.0	i	i

# Overlap with the part before: 4 entries, then new ones.
# Values run as follows: STK33 kinase inh	CHT allo act	CHT block
87: C=CC[n+]1c(/C=C/c2ccc(OC(C)=O)c(OC)c2)ccc2ccccc21
  0.2	7.4*	i
88: C#CCOCCOCCOCCNc1nc(N2CCN(C(=O)CCCCCCCCCCNC(=O)[C@H]([C@@H](C)CC)n3cc(CCCCN=C(N)N)nn3)CC2)nc(N2CCN(C(=O)CCCCCCCCCCNC(=O)[C@H](CCCN=C(N)N)n3cc(C[C@@H](C)CC)nn3)CC2)n1
  31*	i	i
89: CS(=O)(=O)N1CCN(c2ccccc2NC(=O)c2ccc([N+](=O)[O-])o2)CC1
  1.3	i	i
90: COc1ccc(NC(=O)C2CCCN(C)C2)cc1OCC(C)C (stereo not given)
  -1.0	i	i
91: COc1ccccc1Nc1nc(=O)[nH]nc1C
  -0.9	i	i
92: COc1ccc(CCn2c(-c3ccc(C(C)(C)C)cc3)n[nH]c2=S)cc1OC
  -0.3	i	i
93: CC(C(=O)N1CCc2ccccc2C1)N1C(=O)c2ccccc2C1=O (stereo not given)
  -1.8	i	i
94: CCCn1nnc(NC(=O)c2cc(Br)cc(Br)c2OC)n1
  0.6	i	i
95: O=C(Nc1ccc(S(=O)(=O)N2CCCCC2)cc1)C1CC(=O)N(c2ccc(Cl)cc2)C1 (stereo not given)
  -0.3	i	i
96: Cc1cccc(N2CCC(N=CN(C)C)=N2)c1
  -1.4	i	i
97: Cc1ccc(C(=O)COC(=O)c2cc(=O)[nH]c3ccccc23)cc1
  -1.2	i	i
98: Cc1ccc(Cn2c(SCC(=O)NCC3CCCO3)nc3c2c(=O)n(C)c(=O)n3C)cc1 (stereo not given)
  -0.9	i	i
99: COc1ccccc1CNC(=O)c1ccc(SC)cc1OC
  0.2	i	i
100: CCC(=O)Nc1cc2nn(-c3ccc(OC)cc3)nc2cc1C
  -2.5	i	-6.6*
101: C=CCNc1nnc(C)c2ccccc12
  -1.1	7*	i
102: Cn1c(SCC(=O)O)nc2ccccc2c1=O
  4.1	i	i
103: COc1cc(OC)cc(C(=O)NCCN2C(=O)S/C(=C\c3cccs3)C2=O)c1
  -0.3	i	i
104: CCCCC1(C)NC(=O)c2c(C)sc(C(=O)OCC)c2N1 (stereo not given)
  -0.6	i	i
105: COc1ccc2c(c1)C(=O)Cc1ccccc1O2
  0.2	i	i
106: CC(CCc1ccccc1)NC(=O)CN1CCN(Cc2ccccc2)C1=O (stereo not given)
  -0.2	i	i
107: CC(C)(C)c1ccc(N2C(=O)Cc3c2nc(N)c(C#N)c3N)cc1
  -0.1	i	i
108: CC(=O)Nc1c(C(N)=O)oc2ccc(Cl)cc12
  1.8	i	i
109: COC(=O)c1cccc(NC(=S)N2CCN(C)CC2)c1
  0.0	i	i
110: COc1ccc(C(=O)NNC(=O)CSc2nnc(-c3cccnc3)o2)cc1
  0.5	i	i
111: Cc1ccc(NC(=O)OCc2cccs2)cc1
  -4.7	i	i
112: CCN(CC)S(=O)(=O)c1cccc(-c2nnc(SCc3nnc(-c4ccccc4)o3)n2C)c1
  -16	i	i

# Reformatted with each value named: three of the compounds above
56: CCN(C(=O)COC(=O)c1cc(-c2ccccc2)nc2c1c(C)nn2-c1ccccc1)C1CCS(=O)(=O)C1 (stereo not given)
  STK33 kinase inh: -2.2
  CHT allo act: i
  CHT block: i

20: COc1cccc(-n2ccnc2SCC(=O)NCc2ccccc2)c1
  STK33 kinase inh: -3.3
  CHT allo act: i
  CHT block: i

2: O=C(Nc1ccc(F)cc1)c1nc[nH]c1C(=O)O
  STK33 kinase inh: 1.0
  CHT allo act: i
  CHT block: i
